# PI5P4Ka inh = qHTS for Inhibitors of phosphatidylinositol 5-phosphate 4-kinase (PI5P4K) | Phosphatidylinositol 5-phosphate 4-kinase type-2 alpha (Homo sapiens), P48426 | PI5P4Kalpha enzyme, ADP-Glo luminescence, 60 min; active compounds read low | max response, % | actives 1.2% (n = 330,000) | AID 652105, 2013; active = max response of -50% or lower; inconclusive = between -30% and -50%; inactive = -30% or higher; also: value at the top dose of about 77 µM; % is scaled to controls: 0 for no effect and ±100 for the full control effect
#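 Reactions run in 0.038 M HEPES pH 7.4, 0.28 mM EGTA, 0.1% CHAPS and 5% DMSO, with PI5P4Kalpha, substrate, compound and 5 microM ATP final, one hour at room temperature. Readout is ADP-Glo luminescence.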
# Mm-Cpn inhibitor = Inhibitors of TCP-1 ring complex (TRiC) of Methanococcus maripaludis (MmCpn): qHTS; Chaperonin Mm-Cpn (Methanococcus maripaludis); purified Mm-Cpn ATPase, ADP Transcreener TR-FRET; Potency, µM (top dose mostly 76.9 µM), for inactives: top-dose activity, negative = inhibition, hits mostly inhibitors; actives 0.031% (n = 330,000); AID 504842, 2011; also: potency is read from the fitted curve at half-maximal effect; % is scaled to controls: 0 for no effect and ±100 for the full control effect; nearly all actives have a fitted effect of over 80% in size
#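 ATPase turnover read by TR-FRET ADP competition (Eu cryptate antibody/ADP-d2, 665/590 nm): 10uM ATP final, 25nM Mm-CPN final, 30 min 37degC after 10-min compound preincubation, pH 7.4 Tris/KCl/MgCl2/DTT buffer.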
# EPAC1 antagonist = qHTS for Antagonist of cAMP-regulated guanine nucleotide exchange factor 3 (EPAC1): primary screen; actives 0.14% (n = 360,000); Rap guanine nucleotide exchange factor 3 (Homo sapiens), O95398; EPAC1 GEF assay, Rap1b-BODIPY-GDP exchange fluorescence; Potency, µM (series often up to 115 µM), without a hit: at the top dose activity change, negative = inhibition, hits mostly inhibitors;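 also: potency is read from the fitted curve at half-maximal effect; plate controls were vehicle for no effect and positive control for full effect; nearly all actives have a fitted effect of over 50% in size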
# PLK1 PBD inh = qHTS for Inhibitors of PLK1-PDB (polo-like kinase 1 - polo-box domain): Primary Screen | Potency, µM, for inactives: max response, negative = inhibition, most hits filed as inhibitors | actives 2.8% (n = 360,000) | Serine/threonine-protein kinase PLK1 (Homo sapiens), P53350 | AID 720504, 2013 | Plk1 PBD binding of FITC phosphopeptide, fluorescence polarization; also: potency is read from the fitted curve at half-maximal effect; series mostly up to about 57 µM; % is scaled to controls: 0 for no effect and ±100 for the full control effect; nearly all actives have a fitted effect of over 65% in size
# EPAC2 antag = qHTS for Antagonist of cAMP-regulated guanine nucleotide exchange factor 2 (EPAC2): primary screen | Rap guanine nucleotide exchange factor 4 (Homo sapiens), Q8WZA2 | EPAC2 GEF exchange of Rap1B-BODIPY-GDP, fluorescence | Potency, µM (doses to about 114 µM), for the others: at the top dose activity, negative = inhibition, hits mostly inhibitors | actives 0.18% (n = 360,000); also: potency is read from the fitted curve at half-maximal effect; % is scaled to controls: 0 for no effect and ±100 for the full control effect; nearly all actives have a fitted effect of over 45% in size; many of its hits are not listed in these tables
# Target sequence (Q8WZA2 whole entry, looked up): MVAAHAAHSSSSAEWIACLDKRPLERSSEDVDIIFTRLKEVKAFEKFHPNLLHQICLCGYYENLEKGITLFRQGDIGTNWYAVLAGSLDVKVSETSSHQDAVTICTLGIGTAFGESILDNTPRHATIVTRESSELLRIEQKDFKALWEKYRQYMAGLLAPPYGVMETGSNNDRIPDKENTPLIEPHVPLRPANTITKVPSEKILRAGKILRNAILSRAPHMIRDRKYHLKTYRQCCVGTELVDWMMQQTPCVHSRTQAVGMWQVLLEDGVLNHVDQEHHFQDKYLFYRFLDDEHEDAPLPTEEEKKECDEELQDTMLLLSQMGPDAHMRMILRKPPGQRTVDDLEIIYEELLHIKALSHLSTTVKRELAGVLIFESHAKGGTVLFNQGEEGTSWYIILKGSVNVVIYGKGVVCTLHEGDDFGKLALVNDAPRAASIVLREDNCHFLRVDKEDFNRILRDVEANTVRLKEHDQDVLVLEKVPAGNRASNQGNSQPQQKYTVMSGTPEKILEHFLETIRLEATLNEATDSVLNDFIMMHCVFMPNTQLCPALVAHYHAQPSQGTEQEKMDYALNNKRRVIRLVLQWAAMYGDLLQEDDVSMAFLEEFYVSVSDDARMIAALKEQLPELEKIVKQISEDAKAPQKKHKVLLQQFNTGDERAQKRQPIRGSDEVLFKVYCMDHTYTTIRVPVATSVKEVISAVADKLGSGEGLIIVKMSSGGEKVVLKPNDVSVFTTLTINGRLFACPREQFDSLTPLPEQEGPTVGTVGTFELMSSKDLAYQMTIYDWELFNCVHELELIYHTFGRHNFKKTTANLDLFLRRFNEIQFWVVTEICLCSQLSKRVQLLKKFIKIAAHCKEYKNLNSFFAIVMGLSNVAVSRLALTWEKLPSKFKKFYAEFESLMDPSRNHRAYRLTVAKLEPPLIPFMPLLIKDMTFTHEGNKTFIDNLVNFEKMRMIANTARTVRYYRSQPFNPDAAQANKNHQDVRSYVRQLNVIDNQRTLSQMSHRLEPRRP
# WRN helicase inh = qHTS for Inhibitors of WRN Helicase | Bifunctional 3'-5' exonuclease/ATP-dependent helicase WRN (Homo sapiens), Q14191 | WRN helicase unwinding, fluorescent forked duplex, kinetic | Potency, µM (titrated, usually from 114 µM), for the others: at the top dose activity change, negative = inhibition, hits mostly inhibitors | actives 0.46% (n = 360,000); also: potency is read from the fitted curve at half-maximal effect; % is scaled to controls: 0 for no effect and ±100 for the full control effect; nearly all actives have a fitted effect of over 55% in size
#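 Kinetic fluorescence helicase assay: unwinding of a quenched forked DNA duplex (100 nM final) with 2 mM ATP final raises red fluorescence (525/598 nm). Compounds sat 15 min at room temperature with 20 nM WRN beforehand.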
# EPAC1 ag = qHTS for Agonist of cAMP-regulated guanine nucleotide exchange factor 3 (EPAC1): primary screen; Potency, µM (titrated, usually from 154 µM), for the others: top-dose activation, most hits filed as activators; actives 0.073% (n = 360,000); EPAC1 agonist qHTS, biochemical assay; response scale: 100% = response to 6.5 mM cAMP; Rap guanine nucleotide exchange factor 3 (Homo sapiens), O95398; also: potency is read from the fitted curve at half-maximal effect; nearly all actives have a fitted effect of over 60% in size
#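 Nucleotide exchange by EPAC1 (100 nM) on Rap1B–BODIPY-GDP (250 nM) in the presence of 50 uM GDP is tracked fluorescently at 480/540 nm over 30 min. Signals are normalized to a 6.5 mM cAMP control.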
# CCT chaperon mod = High-Throughput Screening for Modulators of Cytosolic Chaperonin Activity | purified chaperonin ATPase assay, HTRF ADP detection, 30 min | activity change, % (concentration not given with the values), hits read low | actives 0.3% (n = 360,000) | AID 651819, 2012; in the data active = activity change below about -30%; also: % is scaled to controls: 0 for no effect and ±100 for the full control effect
#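 First, chaperonin was dispensed at 40 nM or 20 nM final depending on batch activity. Next, compounds were pinned at 76 uM and ATP added at 10 uM. After 30 min at 37 °C, ADP detection reagents ran 30 min at ambient temperature.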
# * = called active by the depositor; u = inconclusive; x = not tested or not shown; [ ] = another dose, or the depositor's remark. Unless noted, calls follow the shape of the dose curve; as a rule, active = well fitted curve in the direction sought with a large enough effect; inconclusive = small, poorly fitted or top-dose-only effect, or another doubt; inactive = no such curve, though single readings can be large; an effect the other way counts as inactive or inconclusive. An excerpt; rates above refer to the full screens.
SMILES,PI5P4Ka inh,Mm-Cpn inhibitor,EPAC1 antagonist,PLK1 PBD inh,EPAC2 antag,WRN helicase inh,EPAC1 ag,CCT chaperon mod
Cc1ccccc1N(CC(=O)N/N=C/c1ccccc1Cl)C(=O)c1ccccc1,-2,0%,5%,-8%,-12%,-1%,5%,-0.9
Cc1cnc(CNC(=O)C2(C)CCCN2CC(C)C)cn1 (stereo not given),3,x,11%,-3%,6%,6%[57.1 µM],-8%,2.9
O=[N+]([O-])c1cccc(N=Cc2ccccc2)c1,-10,x,12%,-5%,-4%,13%,1%,0.2
CCOc1cc(-c2cc(-c3ccc(C)o3)nc(N)c2C#N)ccc1O,-55*,-3%,10%,-4%,-1%,-2%,-3%,-0.2
Cc1ccc(NC(=O)c2oc3ccccc3c2NC(=O)C2CC2)cc1,8,1%,-1%,-3%,-1%,-12%,-6%,0.9
CCCN1C2CCCC1CC(NC(=O)c1cccc(Cl)c1)C2 (stereo not given),0,-2%,-8%,-2%,0%,-27%,4%,-5.2
Cc1ccc(C(=O)OCC(=O)NC(=O)c2ccccc2)o1,-1,0%,-17%,-7%,3%,-3%,8%,0.0
O=C(NCc1ccco1)c1c(F)cccc1Cl,-9,3%,-12%,-4%,4%,1%,3%,-2.9
COc1ccc(C(=O)OCC(=O)N2CCCC2=O)c(OC)c1,3,-1%,1%,-5%,-10%,-4%,-1%,0.1
Cc1ccc(C(=O)CSc2nc(C)cc(=O)[nH]2)cc1,0,2%,9%,-10%,13%,-11%,-6%,2.1
O=c1c2ccccc2nc(SCc2cc(F)cc3c2OCOC3)n1Cc1ccco1,x,-1%,14%,-4%,2%,-3%,-4%,-3.0
c1ccc(CSc2ccc3nnc(-c4cccnc4)n3n2)cc1,-20,0%,8%,2%,-2%,-11%,-2%,0.0

# One compound at a time, from the list above. Screens in order: PI5P4Ka inh | Mm-Cpn inhibitor | EPAC1 antagonist | PLK1 PBD inh | EPAC2 antag | WRN helicase inh | EPAC1 ag | CCT chaperon mod
# Profile of CCOc1cc(-c2cc(-c3ccc(C)o3)nc(N)c2C#N)ccc1O = -55* | -3% | 10% | -4% | -1% | -2% | -3% | -0.2
# Profile of Cc1cnc(CNC(=O)C2(C)CCCN2CC(C)C)cn1 (stereo not given) = 3 | x | 11% | -3% | 6% | 6%[57.1 µM] | -8% | 2.9

# The results go on.
SMILES,PI5P4Ka inh,Mm-Cpn inhibitor,EPAC1 antagonist,PLK1 PBD inh,EPAC2 antag,WRN helicase inh,EPAC1 ag,CCT chaperon mod
O=C(CCc1nnc(COc2ccccc2)o1)NCc1ccc(Cl)s1,-1,-1%,2%,-12%,-13%,-5%,1%,-1.3
Clc1ccc(OCCCNCc2ccccc2)c(Br)c1,x,-3%,2%,-4%,2%,12%,3%,-2.7
COc1ccc(-c2csc(NC(=O)C3=NN(c4ccccc4)C(=O)CC3)n2)cc1,0,-4%,-20%,-12%,-6%,0%,14%,-1.2
COc1cc(OC)cc(C(=O)NNC(=O)c2ccc3c(c2)OCCO3)c1,2,-2%,-7%,14%,0%,-8%,-7%,-2.3
CCn1c(C)c(C(C)=O)c(N2CCN(c3ccccn3)CC2)nc1=S,x,x,-1%,-4%,5%,5%,-1%,2.3
O=C(CSc1nnnn1-c1ccccc1)Nc1ncc2c(n1)CC(c1ccccc1)CC2=O (stereo not given),x,-1%,1%,-8%,3%,6%,9%,-2.9
N#Cc1ccc(C(=O)N2CCC3CC2c2cc(N4CCCCC4)ccc23)cc1 (stereo not given),4,x,11%,-7%,0%,16%,-19%,-4.9
N/C(=N\N=C\c1ccc(O)cc1)c1nonc1N,-9,-1%,18%,2%,6%,-6%,-2%,0.4
Cc1nnc(SCc2cnc(-c3ccccc3)o2)[nH]c1=O,u,1%,-2%,-14%,-4%,-8%,3%,3.6
Cc1c(NC(=O)c2ccc(CC(C)C)o2)c(=O)n(-c2ccccc2)n1C,-3,0%,17%,-2%,12%,5%,-3%,-1.1
CCOC(=O)c1ccc2nc(Nc3nc4ccc(F)cc4s3)sc2c1,6,-1%,-18%,-3%,-18%,-9%,0%,-0.7
NC(=O)CN1C(=O)C(=O)N(Cc2ccc(Cl)cc2)C1=O,0,1%,0%,2%,7%,-4%,6%,0.6
C=CCc1ccc(O)c(-c2cc(CC=C)ccc2O)c1,7,x,-10%,-2%,u,-4%,-5%,-0.3
C=CCOC(=O)C1=C(C)NC(SCC(=O)OCC)=C(C#N)C1c1ccc(O)c(OC)c1 (stereo not given),-54*,-1%,-7%,-20%,-3%,-34%,-13%,-1.6
Cc1ccc(NC(=O)Nc2ccc3c(c2)N(C)C(=O)CS3)nc1,x,1%,4%,2%,1%,-17%[57.1 µM],-4%,-1.0
O=C(NCCCN1CCCCC1)c1ccc2c(=O)n(CCc3ccccc3)c(=O)[nH]c2c1,-21,0%,-22%,-12%,10%,-31%,1%,-4.2
CC(C)(C)C(=O)C(C(c1ccccc1)N1CCOCC1)N1CCOCC1 (stereo not given),-1,x,12%,-13%,-1%,4%,5%,-1.1
CCOc1cccc(N2C(=O)CC(N3CCN(c4nc5ccccc5s4)CC3)C2=O)c1 (stereo not given),4,-1%,-12%,-3%,-5%,-5%,5%,-1.0
Cc1ccc(N2CCN(Cc3ccccc3)CC2=O)c(C)c1,-3,-5%,-3%,-1%,0%,-2%,-7%,-0.5
O=C(CNC(=O)c1ccco1)NCC(=O)OCc1ccc(C(=O)Oc2ccc(Cl)cc2)cc1,0,0%,9%,-3%,13%,-3%,2%,1.0
C[C@H](CO)NC(=O)c1[nH]cnc1C(=O)Nc1cccc(Cl)c1,6,x,-16%,-10%,-12%,-1%,-5%,-1.2
COc1cccc(NC(=O)CN(C)C(=O)c2ccc(-n3cncn3)c([N+](=O)[O-])c2)c1,1,-3%,-6%,-14%,-5%,0%,8%,-2.3
Cc1ccccc1-c1ccc(C(=O)NCc2ccccc2)o1,2,0%,-3%,-13%,3%,3%,-2%,-7.3
CCC1Oc2ccc(C)cc2N(CC(=O)NCc2cccc(OC)c2)C1=O (stereo not given),-1,0%,-1%,-3%,-9%,-17%,-7%,-3.0

# Among those listed so far, these contain an NH in an aromatic ring.
SMILES,PI5P4Ka inh,Mm-Cpn inhibitor,EPAC1 antagonist,PLK1 PBD inh,EPAC2 antag,WRN helicase inh,EPAC1 ag,CCT chaperon mod
Cc1ccc(C(=O)CSc2nc(C)cc(=O)[nH]2)cc1,0,2%,9%,-10%,13%,-11%,-6%,2.1
Cc1nnc(SCc2cnc(-c3ccccc3)o2)[nH]c1=O,u,1%,-2%,-14%,-4%,-8%,3%,3.6
O=C(NCCCN1CCCCC1)c1ccc2c(=O)n(CCc3ccccc3)c(=O)[nH]c2c1,-21,0%,-22%,-12%,10%,-31%,1%,-4.2
C[C@H](CO)NC(=O)c1[nH]cnc1C(=O)Nc1cccc(Cl)c1,6,x,-16%,-10%,-12%,-1%,-5%,-1.2

# Other records:
SMILES,PI5P4Ka inh,Mm-Cpn inhibitor,EPAC1 antagonist,PLK1 PBD inh,EPAC2 antag,WRN helicase inh,EPAC1 ag,CCT chaperon mod
COc1cc(C(=O)Oc2ccc(Br)cc2C(=S)N2CCOCC2)cc(OC)c1OC,-27,0%,-17%,17µM*,-11%,6%,5%,-2.2
CCOc1ncccc1C(=O)Nc1cc(S(=O)(=O)N(CC)CC)ccc1N1CCOCC1,0,-16%,-11%,17µM*,-10%,8%,9%,-1.8
COc1ccccc1C(=O)OCC(=O)NC12CC3CC(CC(C3)C1)C2,-11,1%,-8%,-3%,-6%,-2%,1%,0.2
COc1ccc(/C=N/NC(=O)c2cccc(NC(=O)c3ccc(F)cc3)c2)c(C(=O)O)c1OC,4,1%,u,-14%,-13%,-19%,-9%,-2.1
CC(C)c1ccc(NC(=O)C2CCCN2S(=O)(=O)c2ccccc2F)cc1 (stereo not given),0,-1%,-26%,4%,-2%,-22%,11%,0.6
Cc1nc(C(=O)NCCO)cc2c1[nH]c1ccccc12,-3,-2%,-7%,-4%,-7%,0%,5%,-2.8
COC(=O)c1ccc(Cn2nc(-c3ccccc3)ccc2=O)cc1,7,-2%,-1%,-6%,u,-6%,0%,-13
Cc1nn(Cc2c(Cl)cccc2Cl)c(C)c1NC(=O)/C=C/c1cnn(C)c1C,x,0%,6%,-4%,7%,10%,0%,-0.5
O=C(c1c[nH]c(C(=O)C(Cl)(Cl)Cl)c1)c1ccc(F)cc1Cl,-11,0%,-14%,-23%,-4%,-1%,-3%,-2.0
C=CCn1c(O)c(N=NC(=S)Nc2cccc(C)c2)c2ccccc21,3,4%,1%,-5%,-7%,-12%,13%,-1.7
Cc1ccc(C(=O)N2CCC(N3CCC(C(=O)N4CCOCC4)CC3)CC2)cc1,3,x,1%,3%,8%,11%,-2%,-1.6
O=c1[nH]c(S)nc2sc3c(c12)CCCC3,u,-6%,-7%,u,7%,9%,-22%,-1.7
O=C1CC(c2ccccc2)CC2=C1CN(C1CCCCC1)CN2 (stereo not given),-1,-15%,6%,-1%,-2%,-2%,8%,-1.0
CCOc1ccc(-n2c(O)c(/C=N/Nc3nc(C)cc(C)n3)c3ccccc3c2=O)cc1,4,-1%,-12%,-9%,1%,-30%,7%,-11
Cc1c(S(=O)(=O)N2CCN(c3cccc(Cl)c3)CC2)c(=O)n(C)c(=O)n1C,5,0%,6%,-6%,0%,-26%,12%,-0.5
O=C(NCc1ccc(F)cc1)c1cccnc1C(=O)O,-5,0%,6%,-12%,7%,-8%,-7%,-1.3
